RORgamma inh = ROR gamma (mouse) transcription inhibition; Potency, µM (top dose mostly 53.6 µM), inactives show top-dose activity change, negative = inhibition, actives largely listed as inhibitors; P51450; 310,000 tested, 5.4% active; Drosophila S2 Gal4-RORgamma UAS-luciferase reporter, 20 h; also: % is scaled to controls: 0 for no effect and ±100 for the full control effect; nearly all actives have a fitted effect of over 60% in size
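In this cell-based reporter format, copper sulfate (700 uM final) drives Gal4–ROR gamma fusion expression from a metallothionein promoter in Drosophila Schneider cells; compounds preincubated 1 hr, reporter read after 20 hr at ambient temperature.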
VP16 counter = counter-screen for ROR gamma inhibitors: Gal4-VP16 reporter. AID 2546. 310,000 tested, 3.5% active. Drosophila S2 Gal4-VP16 UAS-luciferase, luminescence, 20 h. Potency, µM (series often up to 53.6 µM), for the others: top-dose activity, negative = inhibition, hits mostly inhibitors;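 also: Gal4-VP16 expression switched on by copper sulfate through the metallothionein promoter; % is scaled to controls: 0 for no effect and ±100 for the full control effect; nearly all actives have a fitted effect of over 50% in size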
Rab9 prom act = activates the Rab9 promoter | AID 485297 | 320,000 tested, 2.8% active | Potency, µM (doses to about 9.22 µM), without a hit: top-dose activation, negative = inhibition, most hits filed as activators | Huh7 Rab9 promoter-luciferase reporter, luminescence, 24 h; also: % of control where 0% means no effect; nearly all actives have a fitted effect of over 60% in size
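Rab9 promoter-driven luciferase in stably transfected Huh7 cells; 1500 cells/well rested 2 h, exposed to compound in DMSO for 24 h at 37 °C, 5% CO2. Luminescence read 10 min after adding luciferase reagent at ambient temperature.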
NPC1 promoter act = activators of NPC1 promoter. Huh7 NPC1 promoter luciferase reporter, 24 h. Potency, µM (highest dose often 9.22 µM), for inactives: top-dose activation, usual class: activators. 320,000 tested, 2.4% active. AID 485313;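 also: % of control where 0% means no effect; nearly all actives have a fitted effect of over 60% in size; reporter is driven by a mutant NPC1 promoter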
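NPC1 promoter–luciferase Huh7 cells; 24 h compound; luminescence.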
MBNL1-CUG inh = MBNL1-poly(CUG) RNA binding inhibition | 280,000 tested, 0.036% active | TR-FRET MBNL1-His/biotin-(CUG)12 binding, 665/545 ratio | Potency, µM (doses to about 57.5 µM), without a hit: at the highest dose activity change, negative = inhibition, hits mostly inhibitors; active = well fitted inhibition curve with a large enough effect in the signal ratio, with a control signal flat, not every such curve was filed as active; inconclusive = small, poorly fitted or top-dose-only effect, or effect the other way, or a change in a side signal; inactive = no such curve, though single readings can be large or run the other way; the % refers to the signal ratio; also: % is scaled to controls: 0 for no effect and ±100 for the full control effect
Target sequence (Q9NR56 whole entry, looked up): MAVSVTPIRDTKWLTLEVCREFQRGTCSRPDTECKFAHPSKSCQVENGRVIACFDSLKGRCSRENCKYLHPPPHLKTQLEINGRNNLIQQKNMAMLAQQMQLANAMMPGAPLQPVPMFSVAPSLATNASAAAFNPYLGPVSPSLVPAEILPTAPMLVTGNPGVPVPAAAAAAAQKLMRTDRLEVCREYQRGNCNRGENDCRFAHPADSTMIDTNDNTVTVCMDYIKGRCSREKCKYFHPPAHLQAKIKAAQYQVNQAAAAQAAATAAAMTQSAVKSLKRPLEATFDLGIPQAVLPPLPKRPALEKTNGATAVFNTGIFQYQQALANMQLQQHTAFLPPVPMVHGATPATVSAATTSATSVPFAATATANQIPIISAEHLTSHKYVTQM
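Inhibition of protein-RNA binding appears as loss of TR-FRET between terbium anti-His antibody on MBNL1-His and streptavidin-XL665 on biotin-(CUG)12. Activity is normalized to buffer-only and uninhibited-complex controls.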
ELG1 genotoxic = induces genotoxicity in HEK293T cells with luciferase-tagged ELG1. HEK293T ELG1-luciferase reporter, luminescence, 16 h. Potency, µM (top dose mostly 46 µM), for the others: at the top dose activity change, positive = activation, actives largely listed as activators. 330,000 tested, 1.3% active; also: % of control where 0% means no effect; nearly all actives have a fitted effect of over 60% in size
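Genotoxic stress is detected as increased luminescence from luciferase-tagged ELG1 in HEK293T cells, measured with ONE-Glo after a 16 hr treatment at 37 °C.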
p53 reactivator = mutant p53 re-activation in reporter cells; H1299 p53-A138V BP100-luciferase reporter, luminescence, 24 h; Potency, µM (titrated, usually from 92.2 µM), for inactives: at the highest dose activity change, positive = activation, usual class: activators; 320,000 tested, 0.063% active; also: % of control where 0% means no effect; nearly all actives have a fitted effect of over 45% in size
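H1299 (p53-null), stable ts p53-A138V + BP100-Luc; 1000 cells/well, Opti-MEM/10% FBS; cpd 4 pt, 1:5; 24 h, 37 deg C, 5% CO2; detection reagent 10 min RT; luminescence.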
BRCA1 expr act = activators of BRCA1 expression. 380,000 tested, 1.1% active. Potency, µM (series often up to 46.1 µM), for the others: top-dose activation, usual class: activators. MCF7-BRCA1-FFLuc reporter, luminescence, 48 h; response scale: scaled: vehicle 0%, 10 µM genistein 100%; also: nearly all actives have a fitted effect of over 80% in size; some results filed as inactive show a strong effect at the top dose
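Compounds are tested at multiple concentrations on MCF7 BRCA1-luciferase reporter cells seeded at 2000 per well; after 48 h, a single luminescence end-point is taken and curves fitted to the normalized data.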
uPA generation = inhibitors of cell surface uPA generation; AID 540303; Potency, µM (series often up to 38.3 µM), for inactives: at the highest dose activity change, negative = inhibition, hits mostly inhibitors; cell surface uPA generation assay, qHTS; 330,000 tested, 0.31% active; active = well fitted inhibition curve with a large enough effect; inconclusive = small, poorly fitted or top-dose-only effect; inactive = no such curve, though single readings can be large or run the other way; tested in mouse RAW 264.7 cells; also: % is scaled to controls: 0 for no effect and ±100 for the full control effect; nearly all actives have a fitted effect of over 55% in size
FLuc counter = counter-screen for miR-21 project: firefly luciferase inhibitors or activators | P08659 | purified FLuc, Km substrates, luminescence inhibition | Potency, µM (doses to about 57.5 µM), for the others: at the top dose activity change, negative = inhibition, usual class: inhibitors | 360,000 tested, 6.9% active;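 also: plate controls were vehicle for no effect and reference inhibitor for full effect; nearly all actives have a fitted effect of over 55% in size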
Target sequence (P08659 whole entry, looked up): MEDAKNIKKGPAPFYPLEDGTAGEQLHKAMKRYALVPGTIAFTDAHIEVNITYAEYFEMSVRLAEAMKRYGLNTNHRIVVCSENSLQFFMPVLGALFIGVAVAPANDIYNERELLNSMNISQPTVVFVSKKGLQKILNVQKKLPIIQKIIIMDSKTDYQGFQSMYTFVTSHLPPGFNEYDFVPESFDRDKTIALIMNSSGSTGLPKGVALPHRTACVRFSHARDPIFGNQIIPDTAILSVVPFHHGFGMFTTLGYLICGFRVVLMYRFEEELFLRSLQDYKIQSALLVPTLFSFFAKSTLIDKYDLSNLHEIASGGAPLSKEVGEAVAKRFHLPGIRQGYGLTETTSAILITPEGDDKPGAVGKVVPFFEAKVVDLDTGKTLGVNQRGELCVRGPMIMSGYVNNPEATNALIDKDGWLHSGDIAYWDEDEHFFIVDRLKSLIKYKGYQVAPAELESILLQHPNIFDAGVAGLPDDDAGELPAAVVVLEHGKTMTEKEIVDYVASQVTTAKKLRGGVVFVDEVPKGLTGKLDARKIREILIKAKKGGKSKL
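Purified P. pyralis luciferase (10nM final) with 10uM D-luciferin and 10uM ATP (Km levels) in 50mM Tris acetate pH 7.5, 10mM Mg acetate, 0.01% Tween-20, 0.05% BSA; qHTS 6-point titration, ~60 µM downward; luminescence read.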
Active calls of the source: *; ? = inconclusive; / = not tested or not shown; & = joins results of further samples; [ ] = dose if it differs, or a comment. Unless noted, calls follow the shape of the dose curve; as a rule, active = well fitted curve in the direction sought with a large enough effect; inconclusive = small, poorly fitted or top-dose-only effect, or another doubt; inactive = no such curve, though single readings can be large; an effect the other way counts as inactive or inconclusive. Potency is read from the fitted curve at half-maximal effect.

Structure	RORgamma inh	VP16 counter	Rab9 prom act	NPC1 promoter act	MBNL1-CUG inh	ELG1 genotoxic	p53 reactivator	BRCA1 expr act	uPA generation	FLuc counter
Cc1cc(C)c(C)c(S(=O)(=O)NC(C(=O)NCCc2ccco2)C(C)C)c1C (stereo unspecified)	/	/	-3%	1%	/	1%	6%	-25%	-10%	5%
O=C(O)c1ccccc1NC(=S)NC(NC(=O)c1ccccc1[N+](=O)[O-])C(Cl)(Cl)Cl (stereo unspecified)	-16%	-4%	-2%	1%	22%	-3%	-1%	-27%	-6%	7%
O=C(Nc1cccnc1)Nc1ccccn1	19%	17%	3%	3%	-4%	4%	7%	9%	2%	-15%
O=C(NCCCN1CCc2ccccc2C1)C1CCN(c2nnc(-n3cccc3)s2)CC1	23%	-17%	3%	2%	-17%	-3%	18%	-17%	-5%	?
CCOCCCNC(=O)c1cc(Sc2nnc(C)s2)nc2ccccc12	0%	-7%	-7%	-5%	17%	0%	-6%	-7%	-2%	3%
OC1(c2ccc(OC(F)F)cc2)CSC(=Nc2cccnc2)N1C1CC1 (stereo unspecified)	?	?	-22%	12%	10%	1%	-7%	-23%	-8%	-8%
CCC1C(c2ccccc2)N(C)C(c2ccccc2)CC1(O)c1ccccc1 (stereo unspecified)	-19%	5%	1%	-6%	-2%	-6%	-5%	-63%	8%	3%
O=C(CN1CCN(Cc2ccc(Cl)cc2)CC1)N/N=C/c1ccncc1	-6%	3%	-8%	-1%	12%	-3%	-7%	-11%	3%	0%
CC(C)c1ccc(S(=O)(=O)/N=C2\C=C(NS(=O)(=O)c3ccccc3)C(=O)c3ccccc32)cc1	-2%	2%	12%	8%	?	-10%	-18%	-101%	5%	19µM*
CCC(C)Nc1cc(C)c(C#N)c2nc3ccccc3n12 (stereo unspecified)	-7%	6%	-9%	-10%	22%	-8%	-5%	-19%	-2%	6%
Cc1ccc(-n2ncc3c2CC(C)(C)CC3NC(=O)c2ccncc2)cc1 (stereo unspecified)	?	-7%	-1%	2%	-9%	-3%	-12%	-15%	1%	5%
COCCN1CC(CNC(=O)c2cc(COc3ccc(C)c(C)c3)on2)CC1=O (stereo unspecified)	28%	-4%	-3%	1%	-6%	4%	-7%	36%	1%	-17%
CNc1ccccc1C(C)(C)c1cc(-c2ccc(F)cc2)no1	2%	-4%	-30%	-14%	-8%	0%	-6%	-38%	-3%	4%
CC(=O)N/C(=C\c1ccccc1)C(=O)OCC(=O)NC(=O)c1ccccc1	/	/	-3%	0%	/	-6%	6%	0%	1%	2%
CC(=O)Nc1ccc(NC(=O)CSC2=NS(=O)(=O)c3cc(F)ccc3N2)cc1	/	/	-1%	0%	/	2%	-5%	-9%	2%	-18%
Cc1coc2c1c(C)cc1oc(=O)c(CC(=O)NCC(=O)O)c(C)c12	5%	8%	-10%	-4%	33%[activator]	3%	3%	3%	0%	?
Cc1ccc(SCC(=O)NCCC2=CCCCC2)cc1	-10%	7%	12%	9%	-6%	13%	2%	11%	-3%	?
Cc1ccc(C2(c3ccccc3)NC(=O)N(CC(=O)N3CC(=O)Nc4ccccc43)C2=O)cc1C (stereo unspecified)	/	/	-10%	0%	/	-2%	-13%	-25%	-17%	0%
C=CC[C@H](CC(=O)NCCO)C(=O)N[C@@H](COC(=O)[C@@H](CC=C)CC(=O)OC(C)(C)C)Cc1c[nH]c2ccccc12	/	/	/	/	/	-2%	-3%	-10%	10%	/
Cc1cc(NC(=O)CSc2ncn(-c3ccccc3)n2)no1	0%	-3%	-4%	-3%	3%	3%	-1%	-4%	7%	6%
C=CCn1c(C)cc(C(=O)COc2ccc(S(=O)(=O)N3CCCC3)cc2[N+](=O)[O-])c1C	42%	3%	1%	0%	/	-1%	23%	-11%	3%	?
CCN(CC)S(=O)(=O)c1ccc(C(=O)NCCCn2ccnc2)cc1	0%	-5%	-2%	-1%	-3%	-1%	-6%	-9%	/	1%
CNC(=O)CCc1nc(-c2ccc(C(C)(C)C)cc2)no1	0.32µM*	7.1µM*	13%	?	0%	15%	9%	?	3%	4.8µM*
O=C(O)C(Cc1c[nH]c2ccccc12)NS(=O)(=O)c1ccc(Cl)c(C(F)(F)F)c1 (stereo unspecified)	?	-9%	-3%	-4%	0%	-4%	-1%	-16%	1%	-9%
CN(C)c1ccc(/C=C2\CCCCC2=O)cc1	-33%	-4%	3.2µM*	3.5µM*	?	5.8µM*	?	?	10%	2.7µM*
N=c1ccn2c(n1)OC1C(O)C(CO)OC12 (stereo unspecified)	-29%&-7%&-10%	-1%&8%&-15%	-7%	-1%	-7%	5%	-4%	-35%	-29%	2%
O=C(Cc1ccccc1)N/N=C/c1ccccc1OCc1ccc(Cl)cc1	-1%	-10%	3%	13%	1%	13%	18%	74%	2%	-11%
CC(C)CC(=O)NC(NC(=S)Nc1cccc2cccnc12)C(Cl)(Cl)Cl (stereo unspecified)	?	-14%	4%	-4%	36%	-5%	11%	-45%	-4%	-2%
COc1ccc(CN(C)C(=O)c2cc(S(=O)(=O)N3CCCCCC3)ccc2OC)cc1OC	?	-7%	14%	-1%	-5%	-6%	-9%	-14%	-2%	4%
COc1ccc(S(=O)(=O)N2CCN(CC(=O)N3c4ccccc4CC3C)CC2)cc1OC (stereo unspecified)	/	/	-5%	-1%	/	0%	4%	16%	-3%	-3%

Record cards, as listed above. Values in the order: RORgamma inh | VP16 counter | Rab9 prom act | NPC1 promoter act | MBNL1-CUG inh | ELG1 genotoxic | p53 reactivator | BRCA1 expr act | uPA generation | FLuc counter
CCC(C)Nc1cc(C)c(C#N)c2nc3ccccc3n12 (stereo unspecified) in the list: -7% | 6% | -9% | -10% | 22% | -8% | -5% | -19% | -2% | 6%
CCN(CC)S(=O)(=O)c1ccc(C(=O)NCCCn2ccnc2)cc1 in the list: 0% | -5% | -2% | -1% | -3% | -1% | -6% | -9% | / | 1%

Continuation.
Structure	RORgamma inh	VP16 counter	Rab9 prom act	NPC1 promoter act	MBNL1-CUG inh	ELG1 genotoxic	p53 reactivator	BRCA1 expr act	uPA generation	FLuc counter
COc1ccc(CN(C)C(=O)Cn2ccc(N)nc2=O)cc1OC	/	/	-3%	0%	/	1%	1%	10%	15%	-2%
Cc1ccc(-c2c(C)c(-c3ccc(F)cc3)nc(N)c2C#N)o1	-29%	-14%	0%	0%	7%	3%	-2%	-20%	0%	1%
Cc1ccccc1NC(=O)N1CCN(C(=O)c2ccco2)CC1	0%	0%	-5%	-9%	-4%	-3%	2%	-7%	-2%	-6%
CCC(=O)N1CCc2cc(S(=O)(=O)N(C)c3ccc(OC)cc3OC)ccc21	45%	1%	1%[1.84 µM]	-3%	-1%	-14%	-9%	-17%	6%	-2%
O=C(NCc1ccco1)C(=O)NCC1OCCN1S(=O)(=O)c1ccccc1 (stereo unspecified)	0%	-13%	-4%	-1%	-18%	-2%	-1%	-12%	5%	2%
O=C(CN1C(=O)c2ccccc2C1=O)OCC(=O)N1CCN(c2ccccc2)CC1	/	/	-3%	-3%	/	-1%	2%	-2%	-1%	-2%
Cc1cc(=O)[nH]c(N/N=C/c2c(O)n(-c3ccccc3)c(=O)c3ccccc23)n1	-26%	3%	-10%	-3%	/	1%	3%	-1%	6%	-20%
CCCCCCCC(=O)Nc1cc(C(=O)NCCC)ccc1N1CCC2(CC1)CC(c1ccccc1)=NO2	17%	-10%	2%	-7%	3%	-7%	5%	-4%	11%	2%
CC(C)Cc1ccccc1O	-1%	1%	2%	-4%	1%	1%	10%	/	/	3%
O=C(COC(=O)c1cccc(OC(F)F)c1)NC(=O)NC1CCCCC1	/	/	0%	-1%	/	1%	-5%	7%	14%	1%
Cn1cnc([N+](=O)[O-])c1Sc1ncnc2nc[nH]c12	6%	-6%	-9%[46.1 µM]	-3%[46.1 µM]	?	0%	?	0%	3%	-1%
N#CCN1C(=S)N=C(Nc2cccc(Cl)c2)C12CCCCC2	2.8µM*	?	2%	-2%	-7%	-3%	?	-35%	-3%	3%
Cc1cccc2nc(CSc3nncn3-c3ccccc3)cn12	10%[10 µM]	2%	-1%	7%	16%	5%	3%	3%	6%	-1%
CCCCCOc1ccc(C(O)C(CN2CCOCC2)c2ccccc2)cc1 (stereo unspecified)	25%	7%	-2%	-2%	-2%	-1%	6%	-12%	0%	1%
Cc1ccc(-n2nc(C(=O)O)c(O)cc2=O)cc1	20%	-2%	-12%	-3%	11%	-3%	-3%	-3%	0%	1%
CC(=O)Nc1ccc(N/C=C/C(=O)c2ccco2)cc1	?	?	1.6µM*	3.2µM*	?	4.6µM*	?	84%	-4%	11µM*
O=C(O)Cn1cnc2ccccc2c1=O	-17%	-5%	-6%	-3%	-15%	4%	-2%	2%	-4%	2%
O=C(COC(=O)CNC(=O)C1CCCCC1)Nc1ccc2c(c1)OCCO2	-12%	-1%	2%	0%	/	6%	4%	1%	0%	19µM*
CCOC(=O)/C=C1\SCC(=O)N1CC(=O)Nc1cc(S(=O)(=O)N(C)C)ccc1C	/	/	/	/	/	0%	1%	-8%	6%	/
CCCS(=O)(=O)Nc1ccc(-c2cn3c(n2)SCC3)cc1	5%	-3%	13%	-2%	3%	1%	15%	-1%	-2%	-9%
Cc1cc(NC(=O)NCC(F)(F)F)no1	21%	-1%	-5%	2%	-3%	-3%	-1%	1%	-10%	-1%
CCn1c(SCC(=O)Nc2ccc3c(c2)OCCO3)nnc1-c1cccs1	-5%	2%	13%	-1%	-8%	2%	0%	2%	/	11µM*

From PubChem BioAssay
